Assay outcomes: PubChem, National Center for Advancing Translational Sciences (NCATS)
TCR act = activates T cell receptor signaling; 330,000 tested, under 10 active; primary human leukocytes, anti-CD3, IL-2 HTRF, 48 h; Potency, µM (top dose mostly 9.22 µM), for the others: at the highest dose activation of IL-2 secretion, most hits filed as activators; further: % of control where 0% means no effect
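1) Mix primary human leukocytes, a-CD3 beads and compound. 2) Incubate 48 hr. 3) Add HTRF IL-2 reagents (a-IL-2-K, a-IL-2-d2).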
TSHR antag = antagonists of human thyroid stimulating hormone receptor; TSHR-expressing cells, TSH-stimulated cAMP HTRF, 2 h; hits give low values; AID 504810; activity change, negative = inhibition, % at 11.5 µM; 0.2% of 330,000 active; P16473;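 active means activity change below a set negative limit, meaning inhibition stronger than a set level, cut at about -70% in these data; inconclusive means activity change between two set negative limits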; further: on the % scale 0 is the no-effect control and ±100 the full control effect
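Freshly harvested TSHR cells receive pin-tooled compound, then EC80 TSH at 4nM final. After 2 hours at 37 deg C, antibody in lysis buffer and cAMP-d2 are added; 30 minutes at ambient temperature precede the HTRF read.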
Tb PFK inh = blocks T. brucei phosphofructokinase. Potency, µM (highest dose often 57.5 µM), for the others: at the top dose activity, negative = inhibition, hits mostly inhibitors. T. brucei PFK, ADP-Glo luminescence. O15648. 0.17% of 330,000 active;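 further: potency means the concentration at half of the fitted maximal effect; 0% = uninhibited 1x PFK enzyme wells and -100% = no-enzyme wells; nearly all actives have a fitted effect of over 60% in size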
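ADP-Glo luminescence quantified ADP after 45 min at room temperature, with 1.25 nM T. brucei PFK, 0.1 mM ATP and 0.5 mM fructose-6-phosphate in pH 8.0 TEA buffer. qHTS titrations up to 57 µM; curves classified by quality.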
USP2a inh = blocks human ubiquitin-specific protease USP2a. 0.01% of 330,000 active. Potency, µM (doses to about 38.3 µM), without a hit: at the top dose activity change, negative = inhibition, usual class: inhibitors. O75604. USP2 core, Ub-CHOP2 coupled fluorogenic reporter, 485/531;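 further: potency means the concentration at half of the fitted maximal effect; plate controls were DMSO wells for no effect and full inhibition by NEM control for full effect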
Target sequence (O75604 whole entry, looked up): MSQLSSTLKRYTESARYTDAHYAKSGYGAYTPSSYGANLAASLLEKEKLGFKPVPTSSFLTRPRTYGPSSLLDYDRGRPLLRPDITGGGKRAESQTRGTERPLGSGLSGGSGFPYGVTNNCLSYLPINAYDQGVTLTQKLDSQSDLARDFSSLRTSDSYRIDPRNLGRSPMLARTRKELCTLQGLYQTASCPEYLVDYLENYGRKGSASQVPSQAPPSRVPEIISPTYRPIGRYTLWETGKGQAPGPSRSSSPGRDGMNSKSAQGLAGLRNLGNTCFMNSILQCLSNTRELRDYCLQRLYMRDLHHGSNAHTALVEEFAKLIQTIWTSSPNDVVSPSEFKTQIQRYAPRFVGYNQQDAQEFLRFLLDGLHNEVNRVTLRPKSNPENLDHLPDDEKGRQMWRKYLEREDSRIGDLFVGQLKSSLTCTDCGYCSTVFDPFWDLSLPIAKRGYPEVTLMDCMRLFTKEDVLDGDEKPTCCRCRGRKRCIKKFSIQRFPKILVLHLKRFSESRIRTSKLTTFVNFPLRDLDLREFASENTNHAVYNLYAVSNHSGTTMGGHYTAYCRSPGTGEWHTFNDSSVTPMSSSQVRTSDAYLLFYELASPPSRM
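Deubiquitinase activity read as fluorescence (485/531 nm) after Ub-CHOP2 cleavage activates the enterokinase reporter on its substrate; USP2 core 10nM, Ub-CHOP2 and substrate 25nM each, 30min compound preincubation then 60min RT; data normalized to NEM, curves fitted.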
uPA surface inh = inhibitors of cell surface uPA generation; cell surface uPA generation assay, qHTS; Potency, µM (doses to about 38.3 µM), inactives show at the top dose activity change, negative = inhibition, most hits filed as inhibitors; 0.31% of 330,000 active; active means well fitted inhibition curve with a large enough effect; inconclusive means small, poorly fitted or top-dose-only effect; inactive means no such curve, though single readings can be large or run the other way; tested in mouse RAW 264.7 cells; further: potency means the concentration at half of the fitted maximal effect; on the % scale 0 is the no-effect control and ±100 the full control effect; nearly all actives have a fitted effect of over 55% in size
ELG1 DNA repair = ELG1-dependent DNA repair inhibition; Potency, µM (doses to about 46.1 µM), without a hit: at the highest dose activity change, negative = inhibition, usual class: inhibitors; HEK293T ELG1-luciferase reporter, luminescence, 16 h; DNA damage induced by 5-fluorouridine; 2.3% of 330,000 active; further: potency means the concentration at half of the fitted maximal effect; on the % scale 0 is the no-effect control and ±100 the full control effect; nearly all actives have a fitted effect of over 55% in size
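Overnight (16 hr) co-exposure of 2,000 cells/well to 5-fluorouridine and compound at 37 °C preceded detection. Luciferase was quantified via ONE-Glo luminescence; loss of signal denotes inhibition.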
BCR signal inh = inhibitors of chronic active B-cell receptor signaling; ABC-DLBCL IkBa-CBG/CBR reporter, luminescence ratio, 4 h; Potency, µM (highest dose often 46.1 µM), inactives show top-dose ratio change, negative = lower green/red ratio, actives largely listed as inhibitors; 0.05% of 340,000 active; active means well fitted inhibition curve with a large enough effect in the signal ratio, with a control signal flat, not every such curve was filed as active; inconclusive means small, poorly fitted or top-dose-only effect, or effect the other way, or a change in a side signal; the % refers to the signal ratio;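 further: potency means the concentration at half of the fitted maximal effect; plate controls were basal doxycycline-induced cells for no effect and cells given 10 µM MG132 for full effect; MG132 reads +100%, hits lower the ratio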
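TMD8 ABC-DLBCL cells carrying doxycycline-inducible green luciferase fused to IkappaBalpha plus unfused red luciferase were exposed to compounds (up to 46 uM) for 4 hrs at 37C. Activity came from the overlap-corrected green/red luminescence ratio.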
TSG101-PTAP inh = blocks PTAP/TSG101 interaction to inhibit HIV-1 budding; Fluorescence polarization, FITC-PTAP peptide / Tsg101 binding; Potency, µM (doses to about 115 µM), without a hit: top-dose activity change, negative = inhibition, usual class: inhibitors; AID 493005; 340,000 tested, under 10 active; Q99816; active means well fitted inhibition curve with a large enough effect in the main read-out, with a control signal flat, not every such curve was filed as active; inconclusive means small, poorly fitted or top-dose-only effect, or effect the other way, or a change in a side signal; inactive means no such curve, though single readings can be large or run the other way; further: potency means the concentration at half of the fitted maximal effect; % of control where 0% means no effect
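Fluorescence anisotropy tracks displacement of a FITC-tagged PTAP peptide (50 nM) from the Tsg101 binding domain (10 uM), following a 20 min room-temperature incubation at pH 7.5.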
B2AR arrestin = agonists driving beta-arrestin recruitment to human beta2-adrenergic receptor | Potency, µM (doses to about 46.1 µM), inactives show at the top dose activation, hits mostly activators | P07550 | beta-arrestin recruitment to beta2AR, cell-based reporter | AID 492947 | 0.02% of 330,000 active;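 further: potency means the concentration at half of the fitted maximal effect; 0% = DMSO controls and full agonism = EC100 isoproterenol or metaproterenol; nearly all actives have a fitted effect of over 65% in size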
Target sequence (P07550 whole entry, looked up): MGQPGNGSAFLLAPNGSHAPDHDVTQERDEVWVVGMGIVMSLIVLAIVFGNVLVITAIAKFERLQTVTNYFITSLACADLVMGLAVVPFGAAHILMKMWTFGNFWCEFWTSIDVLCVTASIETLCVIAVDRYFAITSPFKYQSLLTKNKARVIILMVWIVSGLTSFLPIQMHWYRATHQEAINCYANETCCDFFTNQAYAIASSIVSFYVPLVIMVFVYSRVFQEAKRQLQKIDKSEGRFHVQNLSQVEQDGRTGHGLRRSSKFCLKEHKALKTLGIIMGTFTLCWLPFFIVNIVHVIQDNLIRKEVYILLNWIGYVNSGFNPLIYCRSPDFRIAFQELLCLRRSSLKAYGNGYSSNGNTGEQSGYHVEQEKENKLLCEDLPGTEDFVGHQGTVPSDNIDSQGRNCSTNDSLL
Eya2 phos inh = blocks the phosphatase activity of human Eya2 | O00167 | recombinant Eya2, OMFP fluorescence dephosphorylation (OMFP is methylfluorescein phosphate) | Potency, µM (series often up to 76.9 µM), inactives show at the highest dose activity, negative = inhibition, usual class: inhibitors | 0.006% of 330,000 active; further: potency means the concentration at half of the fitted maximal effect; on the % scale 0 is the no-effect control and ±100 the full control effect
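Eya2 protein (added as 0.2 uM solution) was preincubated with compound for 10 min at ambient temperature in 50 mM HEPES pH 7.5, 50 mM NaCl, 5 uM MgCl2, 0.05% BSA, 1 mM DTT. OMFP (added at 50 uM) then reacted 10 min; fluorescence read at 485/525 nm.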
Mito fusion yeast = blocks mitochondrial division or promotes mitochondrial fusion | 0.23% of 320,000 active | Potency, µM (top dose mostly 46.1 µM), for inactives: at the top dose growth rescue (activation), actives largely listed as activators | S. cerevisiae fusion-defective mutant growth rescue, CellTiterGlo 48 h | AID 485298;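 further: potency means the concentration at half of the fitted maximal effect; % of control where 0% means no effect; nearly all actives have a fitted effect of over 45% in size; temperature-sensitive fusion mutants such as fzo1-1 at 37 °C on non-fermentable ethanol glycerol medium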
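Growth-rescue viability read-out: after 48 h at the non-permissive 37C in glycerol/ethanol YPEG, yeast mitochondrial fusion mutants are measured by CellTiterGlo luminescence; compounds (23 nl pinned per well) restoring growth score as division inhibitors or fusion activators.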
* = called active by the depositor; u = inconclusive; x = no result given; [ ] = remark or other dose. Unless noted, the call rests on the fitted dose curve; in most records, active means well fitted curve in the direction sought with a large enough effect; inconclusive means small, poorly fitted or top-dose-only effect, or another doubt; inactive means no such curve, though single readings can be large; an effect the other way counts as inactive or inconclusive.

The opening four records (preview)
SMILES | TCR act | TSHR antag | Tb PFK inh | USP2a inh | uPA surface inh | ELG1 DNA repair | BCR signal inh | TSG101-PTAP inh | B2AR arrestin | Eya2 phos inh | Mito fusion yeast
Cn1c(=O)c2cc(S(=O)(=O)NCCC(=O)NC3CCCCCCC3)ccc2n(C)c1=O | x | -3 | -3% | 1% | -16% | -11% | -2% | x | 0.2% | 21% | -1%
CCCc1nnc(NC(=O)c2cc(OC)cc(OC)c2)s1 | 1% | 6 | -6% | 0% | 3% | -7% | u | -4% | -0.7% | 7% | -2%
COC(=O)C(CC(C(=O)OC)C(=O)OC)C(=O)OC | -2% | 0 | -1% | 3% | -2% | -12% | 8% | -4% | -0.9% | 3% | -3%
Cc1nnc(NC(=O)c2ccc(-c3cccc(C(F)(F)F)c3)o2)s1 | 2% | 3 | 4% | 4% | -4% | 15% | 3% | -2% | -0.2% | -5% | -2%

Results (from the top)
SMILES | TCR act | TSHR antag | Tb PFK inh | USP2a inh | uPA surface inh | ELG1 DNA repair | BCR signal inh | TSG101-PTAP inh | B2AR arrestin | Eya2 phos inh | Mito fusion yeast
Cn1c(=O)c2cc(S(=O)(=O)NCCC(=O)NC3CCCCCCC3)ccc2n(C)c1=O | x | -3 | -3% | 1% | -16% | -11% | -2% | x | 0.2% | 21% | -1%
CCCc1nnc(NC(=O)c2cc(OC)cc(OC)c2)s1 | 1% | 6 | -6% | 0% | 3% | -7% | u | -4% | -0.7% | 7% | -2%
COC(=O)C(CC(C(=O)OC)C(=O)OC)C(=O)OC | -2% | 0 | -1% | 3% | -2% | -12% | 8% | -4% | -0.9% | 3% | -3%
Cc1nnc(NC(=O)c2ccc(-c3cccc(C(F)(F)F)c3)o2)s1 | 2% | 3 | 4% | 4% | -4% | 15% | 3% | -2% | -0.2% | -5% | -2%
O=C(Nc1ccccc1)Nn1cnnc1 | -2% | 0 | -1% | 0% | 4% | 1% | 1% | -1% | 0.2% | 2% | 14%
COCCCNC(=O)COc1ccc(Cl)c(C)c1 | -3% | 6 | -2% | -4% | 4% | 21% | -1% | -7% | -1.4% | 2% | -1%
CCn1c(Cc2ccccc2)nnc1SCc1cccc(C(=O)O)c1 | -3%[46.1 µM] | 0 | 0% | 3% | 0% | u | u | -3% | 0.1% | 6% | -2%
O=C(NCCCn1ccnc1)c1ccc(Br)cc1 | -2% | -1 | 3% | 2% | 2% | 12% | 1% | -5% | -1.4% | 8% | 8%
O=C(NCc1ccc(Cl)cc1)c1cc(S(=O)(=O)N2CCCCC2)c[nH]1 | 1% | 18 | -28% | 1% | 7% | 4% | -18% | -1% | 0.5% | 5% | 1%
Cn1ccnc1SCC(=O)Nc1ccccc1 | -1%[46.1 µM] | 0 | -3% | -1% | 2% | 24% | u | 1% | -1.4% | -1% | -4%
O=c1c(OC2OC(CO)C(O)C(O)C2OC2OC(CO)C(O)C(O)C2O)c(-c2ccc(O)cc2)oc2cc(O)cc(O)c12 (configuration not stated) | -2% | 3 | 4% | 2% | 13% | 7% | 0% | 1% | -0.4% | 10% | -11%
O=C(NCc1cn(-c2ccccc2)nc1-c1ccc(F)cc1)c1cccc([N+](=O)[O-])c1 | 1%[46.1 µM] | -9 | 0% | -2% | -14% | u | -2% | -1% | 3.3% | -7% | 20%
c1ccc(Sc2cccc3ccccc23)c(CNC2=NCCN2)c1 | -17%[46.1 µM] | -1 | 0% | 0% | 0% | u | -13% | 0% | 6.4% | -6% | 25%
COc1ccc(NC(=O)/C(C#N)=C/c2ccc[nH]2)c(OC)c1 | -1% | 8 | -6% | -1% | 3% | 4% | -5% | 1% | -0.2% | 2% | 1%
FC(F)C(F)(F)C(F)(F)C(F)(F)c1cc(-c2ccccc2)n[nH]1 | -1% | -24 | 4% | 2% | x | -12% | u | -8% | -0.2% | -23% | 5%
COc1ccc(C(=O)Nc2cccc3nc(C)ccc23)cc1OC | 4% | -10 | 0% | -1% | 0% | 1% | u | -3% | 0.3% | 3% | -3%
CN1CCN(NC(=O)/C=C/c2cccc([N+](=O)[O-])c2)CC1 | 1% | 6 | 0% | 3% | 3% | 1% | 2% | -4% | -0.7% | 4% | -15%
O=C(Cn1cnc2c(nnn2-c2cccc(Cl)c2)c1=O)N1CCCC1 | -3% | -2 | -4% | 3% | x | -3% | 6% | 0% | 0.2% | -4% | -1%
CCC(C)(C)NC(=S)Nc1ccccc1C | -4% | -1 | -8% | 3% | 8% | -6% | 2% | -1% | -0.1% | 0% | 5%
O=C(Cn1[nH]c(=O)c2ccccc2c1=O)OCC(=O)N1CCCc2ccccc21 | -3% | -11 | 2% | 1% | -2% | 3% | -3% | -4% | -0.4% | -4% | -3%
COc1cc(C(=O)OCC(=O)Nc2c(F)c(F)c(F)c(F)c2F)cc(OC)c1OC | -3% | 16 | 5% | u | 2% | 26µM* | -4% | 0% | -1.1% | 4% | 2%
Cc1ccc(Sc2ncccc2C(=O)NCc2cc([N+](=O)[O-])ccc2O)c(C)c1 | -2% | -18 | 3% | -5% | -5% | u | u | -1% | 11% | 12% | 7%
O=C(C1CCC(CNc2c(N3CCCCC3)c(=O)c2=O)CC1)N1CCN(c2ccccn2)CC1 (configuration not stated) | 4% | -13 | 0% | 1% | 2% | 4% | 5% | 0% | 0.4% | 1% | -2%
COc1ccc(CCNC(=O)CCN2C(=O)C(C)Oc3ccc(C)cc32)cc1OC (configuration not stated) | -7% | -8 | -2% | -1% | 2% | -27% | 0% | -5% | -0.4% | -11% | -1%
COc1ccccc1NC(=O)COn1nnc2ccc(S(=O)(=O)N3CCOCC3)cc21 | -9% | -10 | 1% | 1% | 4% | 8% | -8% | -5% | -0.2% | -5% | 28%
O=C(CSc1nc(-c2ccc(F)cc2)cs1)NC(=O)NCc1ccco1 | x | -12 | u | 2% | -5% | u | -2% | -2% | 0.2% | 16%[15.4 µM] | 2%
Cc1ccccc1OCC(=O)Nc1ccc(N2CCN(C(=O)C(C)C)CC2)c(Cl)c1 | -3% | -28 | 8% | -1% | -13% | u | u | -11% | -0.4% | u | 17%
O=C(/C=C\c1ccco1)Oc1cccc2cccnc12 | -27% | 7 | -17% | 3% | -1% | u | u | -1% | u | 2% | -3%
C/C(CC(=O)Nc1ccc2c(c1)OCCO2)=N\NC(=O)COc1ccccc1C | 13% | 2 | 16% | 1% | -1% | 3% | u | -9% | 0.8% | 0% | -4%
O=C(O)C1CC(c2cccc(Br)c2)=NO1 (configuration not stated) | 5% | 9 | -1% | -1% | 3% | 12% | 1% | -6% | -0.2% | 27% | -2%
CC(OC(=O)c1cccc(-n2cnnn2)c1)C(=O)Nc1ccccc1F (configuration not stated) | 5% | 5 | 4% | 0% | 3% | -22% | -7% | 0% | 0.2% | -12% | -9%
Cc1ccc(NC(=O)CNC(=O)C2CCCCC2)nc1 | -8% | -3 | 6% | -1% | -1% | 15% | 8% | -7% | 0.1% | -6% | -2%
Cc1ccc(C)c(NC(=S)c2ccc3ccccc3n2)c1 | 7%[46.1 µM] | -13 | -3% | -1% | -1% | u | u | 0% | 0.0% | -5% | 1%
Cn1c2c(c(=O)n(C)c1=O)C(NC(=O)c1ccco1)(C(F)(F)F)C(=O)N2 (configuration not stated) | 0% | -1 | 2% | 0% | 1% | 17% | 1% | -7% | -0.1% | -6% | 4%
COc1ccc2ccccc2c1C(=O)/C=C\c1ccoc1 | 2%[46.1 µM] | -1 | -11% | 4% | -7% | -2% | -14% | 0% | -0.7% | -12% | 10µM*
O=C1CC(NS(=O)(=O)c2cccs2)CN1c1ccc(Cl)cc1 (configuration not stated) | 3% | 24 | 9% | 2% | 4% | 6% | -3% | -9% | 0.5% | 9% | 22%
